Source: PubChem
PLC-beta3 inh – blocks human PLC-beta3 enzyme activity. 370,000 compounds, 0.18% hits. inhibition, % at 12.2 µM. Q01970. Purified PLC-beta3, fluorogenic substrate, fluorescence. AID 720704; in the data active = inhibition above about 11%;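 note: 0% = median of compound wells on plate and 100% = full blocker control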
MBD2 inh – MBD2-methylated oligo binding inhibition; Q9UBB5; TR-FRET, MBD2 binding to methylated oligonucleotide; inhibition, % at 4.4 µM; 370,000 compounds, 0.31% hits; in the data active = inhibition above about 13%
DAX1 inh-1 – blocks DAX1 repression of SF-1 activated StAR promoter; HEK293T StAR-luciferase reporter, SF-1/DAX-1 repression relief; inhibition, % at 6.8 µM; AID 652010; 370,000 compounds, 1.1% hits;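 active = inhibition above the mean over all tested compounds plus 3 SD, cut at about 3.6% in these data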;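 note: 0% = DAX-1 cells with DMSO and 100% = cells lacking DAX-1 with DMSO; higher inhibition means more luminescence from relief of DAX-1 repression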
ADAM17 inh – ADAM17 inhibition, QFRET primary screen. recombinant ADAM17, EDANS/DABCYL FRET peptide cleavage. inhibition, % at 6.95 µM. 370,000 compounds, 0.83% hits. AID 720648;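 active = inhibition above the mean of compounds lying between control limits plus 3 SD, set per campaign, cut at about 8.5% in these data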;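 note: 0% = DMSO-only wells as the low control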
Target sequence (P78536 215-824 limits assumed): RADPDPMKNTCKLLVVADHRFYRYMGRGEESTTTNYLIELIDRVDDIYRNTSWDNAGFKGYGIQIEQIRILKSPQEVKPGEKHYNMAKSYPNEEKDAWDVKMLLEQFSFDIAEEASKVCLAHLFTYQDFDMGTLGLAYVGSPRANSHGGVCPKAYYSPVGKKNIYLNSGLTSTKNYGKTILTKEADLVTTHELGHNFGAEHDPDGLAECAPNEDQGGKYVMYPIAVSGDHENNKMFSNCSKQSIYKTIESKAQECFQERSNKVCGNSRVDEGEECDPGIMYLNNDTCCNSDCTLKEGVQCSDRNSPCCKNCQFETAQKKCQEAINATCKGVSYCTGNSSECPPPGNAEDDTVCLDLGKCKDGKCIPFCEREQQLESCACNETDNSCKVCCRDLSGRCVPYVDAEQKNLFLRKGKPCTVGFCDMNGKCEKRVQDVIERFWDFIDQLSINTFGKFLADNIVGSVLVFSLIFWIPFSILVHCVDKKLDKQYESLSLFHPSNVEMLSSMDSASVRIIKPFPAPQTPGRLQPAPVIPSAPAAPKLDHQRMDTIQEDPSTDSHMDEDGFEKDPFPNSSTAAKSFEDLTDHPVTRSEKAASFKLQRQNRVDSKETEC
DAX1 inh-2 – inhibits human nuclear receptor DAX1; 340,000 compounds, 0.99% hits; HEK293 Gal4-DAX1 luciferase reporter, luminescence; inhibition, % at 6.75 µM; AID 504766; P51843;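 active = inhibition above the mean over all tested compounds plus 3 SD, cut at about 4.2% in these data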;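 note: 0% = DAX1-transfected cells with DMSO and 100% = empty-vector control cells with DMSO; inhibition shows as a rise in luminescence from relieved DAX1 repression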
Target sequence (P51843 207-470 limits assumed): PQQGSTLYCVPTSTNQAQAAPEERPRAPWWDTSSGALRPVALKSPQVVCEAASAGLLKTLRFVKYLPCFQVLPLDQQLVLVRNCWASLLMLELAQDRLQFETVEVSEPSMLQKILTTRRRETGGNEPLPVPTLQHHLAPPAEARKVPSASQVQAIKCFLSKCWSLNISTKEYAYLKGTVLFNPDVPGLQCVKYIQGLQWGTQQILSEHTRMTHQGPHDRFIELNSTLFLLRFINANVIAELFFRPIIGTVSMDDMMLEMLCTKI
PLC-gamma1 inh – inhibitors of human phospholipase C gamma1; purified PLC-gamma1, fluorogenic substrate, fluorescence; inhibition, % at 12.2 µM; 370,000 compounds, 0.84% hits; AID 720700; in the data active = inhibition above about 9.5%
hcDAF-12 act – activates DAF-12 receptor from parasite H. contortus. HEK293 hcDAF-12 lit1-tk-luc reporter, luminescence; 0% DMSO, 100% Δ7-dafachronic acid. activation, % at 6.8 µM. 370,000 compounds, 1.4% hits. AID 652067;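 active = activation above the mean of all tested compounds plus 3 SD, cut at about 5.5% in these data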;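 note: 100% = response to 3 µM Δ7-dafachronic acid high control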
SMARCA2 activ – increases SMARCA2 function in MMTV reporter cells; MG213 cells, MMTV-luciferase reporter, dexamethasone, overnight; activation, % at 9.1 µM; 370,000 compounds, 1% hits; in the data active = activation above about 7.8%;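 note: 0% = vehicle wells and 100% = reference activator wells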
NR1D1 modulator – modulates human Rev-erb alpha binding to DNA | Rev-erbα–FITC-DNA binding, fluorescence polarization, 90 min | 370,000 compounds, 0.79% hits | activity, % at 10 µM | AID 1259318;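 active = activity above about 14%, limit read from the data; passing the limit was not always enough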;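 note: 0% = DMSO wells with 35 nM protein and 100% = DMSO wells with 750 nM protein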
hgDAF-12 ag – hgDAF-12 agonism, primary luciferase screen. 370,000 compounds, 1.8% hits. HEK293 GAL4-hgDAF12 UAS-luciferase reporter, agonist luminescence; normalized to butyrate control. AID 687014. activation, % at 6.8 µM;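 active = activation above a cutoff set at the mean of all screened compounds plus 3 SD, cut at about 10% in these data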;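 note: 0% = DMSO wells and 100% = sodium butyrate wells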
ssDAF-12 act – activators of S. stercoralis DAF-12 nuclear receptor; activation, % at 6.8 µM; 370,000 compounds, 1% hits; HEK293 ssDAF-12/GRIP1 lit1-tk-luc reporter, luminescence; % of 3 µM dafachronic acid response; AID 652126;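 active = activation above the mean over all tested compounds plus 3 SD, cut at about 0.9% in these data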;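 note: 0% = DMSO-only wells and 100% = 3 µM delta7-dafachronic acid wells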
* = called active by the depositor; i = inactive; . = no result given.

Every second line gives: PLC-beta3 inh	MBD2 inh	DAX1 inh-1	ADAM17 inh	DAX1 inh-2	PLC-gamma1 inh	hcDAF-12 act	SMARCA2 activ	NR1D1 modulator	hgDAF-12 ag	ssDAF-12 act
O=C(O)c1cccc(Cn2c(Cl)c(/C=N/NC(=O)c3ccco3)sc2=O)c1
 : -16	-4	1.6	-5	0.4	1	2.6	1	8	3.7	-0.9
CC(C)(C)NC(=O)NC(=O)COC(=O)c1cccc(NS(=O)(=O)c2ccc(F)c(F)c2)c1
 : 2	-7	0.0	6	-1.4	0	-1.8	-1	-4	-3.3	-2.2
O=C(Cn1cccc1)N1CCN(C(c2ccccc2)c2ccccc2)CC1
 : -7	-6	-0.3	-3	-0.6	-3	-2.0	0	-1	-1.8	-0.6
CCOc1ccc(S(=O)(=O)NC(C)C)cc1C(N)=O
 : 2	1	-0.9	-2	-0.9	2	-1.5	-3	3	3.4	-1.6
COc1ccccc1-n1c(=O)oc2ccc(Cl)cc2c1=O
 : -32	0	-2.5	-23	-0.4	-23	0.3	-3	-6	-1.3	-0.9
CCCCn1c(NCc2ccc(OC)cc2O)nc2ccccc21
 : 2	2	-0.4	3	0.9	3	-0.6	-2	-4	-2.5	-1.6
CS(=O)(=O)c1ccc(CNC(=O)C2(C(F)(F)F)C/C(=C/CCO)CCCO2)cc1 (stereo not given)
 : -1	2	-0.1	-7	1.5	0	-2.0	1	-4	0.5	-1.4
CCOc1cccc2cc(-c3nnc(NCc4ccco4)s3)c(=O)oc12
 : i	-1	1.2	-31	1.6	i	-1.6	1	1	0.2	-0.6
Cc1cccc(NC(=S)N2CCCCC2)c1
 : 3	-2	0.0	1	0.2	4	-1.7	0	2	-1.2	-0.7
C=C(C)/C=C1/CN(Cc2ccc3c(c2)OCO3)C(=N)N1C(=O)OCc1ccccc1
 : -6	1	-0.7	2	.	0	1.8	6	2	-0.9	-1.2
CCN(CC(=O)Nc1cccc(OC)c1)C(=O)c1cccc(S(=O)(=O)N2CCc3ccccc32)c1
 : -4	-5	-1.2	6	0.2	-2	-0.1	-2	-2	3.5	-1.6
CCCCC(=O)NC(=S)NNC(=O)c1ccc(Cl)cc1Cl
 : -4	-2	0.6	0	0.2	3	0.1	-2	-2	1.1	-0.8
COc1ccc(C(=O)N2CCC(C(=O)Nc3ccc4c(c3)OCCO4)CC2)cc1
 : 12*	-2	-3.1	6	-0.5	9	-3.5	-7	-1	-9.6	-2.5
CCCC[n+]1ccn(-c2nc3ccccc3nc2[N-]S(=O)(=O)c2ccccc2)c1
 : 1	-3	0.9	-3	1.8	1	-1.6	2	0	-2.8	-1.2
O=C(Nc1cccc(NC(=O)C2CC2)n1)C1CC1
 : -9	6	0.2	-10	-1.1	-6	-2.9	4	3	-0.7	-0.9
CCOC(=O)N1CCN(C(=O)CSc2ccc3nnc(CCNC(=O)c4ccccc4)n3n2)CC1
 : -4	3	0.0	-10	1.6	-3	-0.4	-2	4	0.1	-1.1
CC(=O)c1cc2c(C)c(C(=O)c3ccccc3)oc2cc1O
 : -30	2	4.0*	-1	1.4	-27	7.5*	3	1	26*	1.7*
O=C(Nc1cccc(C(F)(F)F)c1)C1Cc2c(-c3ccccc3Oc3ccccc3)ccnc2O1 (stereo not given)
 : 0	2	-1.3	0	.	3	-2.7	-3	-1	-4.6	-1.6
Cc1nc2ccccc2n1CC(O)Cn1c2ccccc2c2ccccc21 (stereo not given)
 : 2	-1	0.1	8	0.5	9	-0.7	-3	6	-0.7	-0.7
COc1cccc(NC(=O)CSc2nnc(CNC(=O)c3ccccc3)n2C)c1
 : 1	1	-0.4	-2	0.1	0	-0.4	-1	1	-2.4	-1.3
Cc1ccc(S(=O)(=O)N(C)C)cc1NC(=O)CN1C(=O)NC2(CCCc3ccccc32)C1=O (stereo not given)
 : 6	0	-0.2	-1	-0.7	3	-1.3	-2	-5	0.2	-1.2
Cc1ccc(C)c(NC(=S)N(CCN(C)C)C(C)c2ccccn2)c1 (stereo not given)
 : 2	2	0.3	1	-0.2	2	0.3	-4	-2	-0.9	-1.3
COCCn1c(C)cc(C(=O)CSc2ncn[nH]2)c1C
 : 2	2	1.2	4	1.3	4	1.9	0	-1	5.1	-0.9
CCCNC(=O)C(=O)Nc1ccc2c(c1)N(S(=O)(=O)c1cccs1)CCC2
 : 1	-1	-4.7	0	-3.4	3	-1.5	4	3	3.7	-1.6
O=C(OCCN1CCCC1=O)c1cc(F)c(F)c(F)c1F
 : 3	2	0.5	1	-0.4	-1	-1.3	0	-2	-1.3	-1.0
CCC(Sc1nc2ccccc2o1)C(=O)O (stereo not given)
 : -2	0	1.5	0	0.3	2	-0.6	-2	-2	0.1	0.2
CCOc1ccc(NC(=O)COc2ccccc2C(=O)NCc2ccccc2)cc1
 : 3	-4	-3.5	-2	-0.3	1	-0.6	1	0	-0.8	-1.0
O=C(COCc1cc(-c2ccc3c(c2)OCO3)on1)N1CCN(c2ccccc2)CC1
 : -16	-2	1.6	4	1.1	5	-1.4	-7	9	-0.8	-0.6
COc1ccc(-c2csc(-c3cc4ccccc4oc3=N)n2)cc1
 : -63	0	-0.3	-1	0.2	-56	1.5	0	1	5.0	-1.1
O=C(CCN1C(=O)/C(=C/c2cccs2)SC1=S)Nc1cccc(C(=O)O)c1
 : -10	0	-0.4	-4	0.6	0	1.4	-4	4	-0.7	-1.2
CCOc1cc(/C=N/NC(=O)C(N)=O)cc(Br)c1O
 : -2	0	0.1	2	-1.4	1	-0.7	0	-4	-4.1	-1.7
Cc1ccccc1NC(=O)c1ccc(Cl)c(NC(=O)c2cccnc2)c1
 : 0	-3	-0.1	1	.	-1	-1.6	0	-2	-1.3	-1.5
Cc1ccccc1N(C(=O)c1ccco1)C(C(=O)NC1CCCC1)c1cccnc1 (stereo not given)
 : -1	-3	0.2	-2	-0.4	0	-0.1	-2	1	-3.8	-0.8
CC1(C)CC(=O)C(C(O)c2cccc([N+](=O)[O-])c2)C(C)(C)N1 (stereo not given)
 : -4	-5	0.0	-1	0.1	2	-2.0	-1	-1	0.1	-1.1
O=C(CN(C(=O)CCC(=O)Nc1ccccn1)c1ccc(F)cc1)NCCc1ccccc1
 : -10	2	-0.5	-3	0.2	2	-2.3	-1	-15	2.4	-1.3
COc1cc2c(C(=O)NCCCN3CCN(c4cccc(Cl)c4)CC3)cn(C)c(=O)c2cc1OC
 : 1	-3	0.1	0	0.1	2	-1.6	2	6	0.3	-1.2
COc1cccc(NC(=O)CN(C)C(=O)c2ccc3c(c2)S(=O)(=O)N=C2CCCCCN23)c1
 : -3	-3	-1.6	-1	0.3	0	-1.6	2	-9	-0.5	-1.3
Cc1ccc(SCC(=O)NCCCc2ccccc2)cc1
 : -9	6	-0.2	-5	-0.4	0	-0.4	-2	-1	0.0	-1.4
CCOc1ccc(S(=O)(=O)Nc2ccc(C(=O)NCC3(N4CCCCC4)CCCCC3)cc2)cc1
 : 7	-8	8.7*	3	2.3	1	0.9	-1	0	1.2	-0.9
O=C1/C(=C/Nc2ccc3c(c2)OCO3)CCc2ccccc21
 : -20	-11	0.9	-5	-3.4	-14	9.4*	2	-1	9.0	-0.1
CCc1nnc(NC(=O)CN2C(=O)CCC2=O)s1
 : 2	-1	-0.1	-2	-1.1	2	1.3	-2	-3	-1.9	-0.9
O=C1CC(Cc2ccc(Br)cc2)C(=O)N1c1ccccc1 (stereo not given)
 : -5	-3	0.7	2	-1.0	2	-1.4	-5	-2	1.3	-1.6
Cc1ccc(S(=O)(=O)N=N/C=C2\C=CC=CN2O)cc1
 : 3	-4	0.3	-2	0.4	-1	1.7	0	-4	-0.1	-1.3
COC(=O)Oc1ccc(/C=N/NC(=O)CSCc2ccccc2Br)cc1OC
 : 0	-4	-1.6	1	-3.4	-2	-3.1	-7	0	-3.9	-2.4
C=COC(=O)NC1CCc2cc(OC)c(OC)c(OC)c2-c2ccc(SC)c(=O)cc21 (stereo not given)
 : -2	-3	2.5	-1	1.3	-4	0.4	3	-4	-5.5	-0.2
CCC(C(=O)N/N=C/c1cccnc1)c1ccccc1 (stereo not given)
 : -5	-1	-0.8	-4	-0.2	2	1.5	0	-2	-2.7	-1.5
COc1ccc(S(=O)(=O)/N=C2/NC(=O)/C(=C/c3ccco3)S2)cc1
 : -176	22*	-0.6	-4	0.8	-131	-2.0	0	2	0.9	-2.2
CCOC(=O)N1CCN(c2cc(C)c(C(C)=O)cc2F)CC1
 : 1	-2	-0.5	-4	0.0	-2	0.0	-3	0	-1.8	-1.7
Cc1cccc(N(CC(=O)N2CCCCCC2)S(C)(=O)=O)c1C
 : -3	-1	0.4	0	0.5	0	0.1	-3	0	-1.4	-1.1
COc1ccccc1C(=O)Nc1ccc(Oc2nnc(-c3ccc(C)cc3)c3ccccc23)cc1
 : 0	-5	-0.4	-1	-0.6	1	-1.3	0	9	-1.3	-1.7
Cc1ccc(OCC(=O)N/N=C\c2cn(Cc3ccccc3)c3ccccc23)cc1C
 : 2	1	-0.2	0	-1.7	6	3.3	4	5	-0.3	1.0*
O=C(NNC(=O)C(Cl)Cl)c1cnn(-c2ccccc2)c1C(F)(F)F
 : -4	-1	0.2	-3	0.6	-2	-1.4	-3	5	-0.7	-1.8
Cc1ccc(-n2cccc2C(=S)N=P(N(C)C)(N(C)C)N(C)C)cc1
 : -3	6	-0.5	-4	-1.3	-1	-1.1	-2	5	0.8	-1.1
CC(C)(C)Sc1ccc(N)nc1
 : -4	7	0.6	-2	1.8	3	0.9	-4	1	2.0	-0.3
COc1ccc(Br)cc1C(=O)Nc1ccccc1N1CCCC1
 : -11	2	0.0	1	-0.5	2	0.2	-1	-2	3.4	-1.2
O=C(Nc1cccc(F)c1)OCCN1CCCC12CCC(c1ccccc1)CC2 (stereo not given)
 : 0	-5	.	-1	.	-1	-1.8	.	-4	0.9	-2.1
CC(=O)c1ccccc1OCC(=O)Nc1cccc(S(=O)(=O)N2CCCC2)c1
 : -3	1	-0.5	9.3*	1.7	9	0.2	-4	6	0.5	-1.5
COCCN(C(=O)C1CC1)c1nnc(-c2ccc(C)cc2)s1
 : -1	3	-0.6	-3	1.6	-2	1.5	-1	-5	4.5	-1.1
O=C(CCCc1ccccc1)Nc1cccnc1
 : 2	2	1.5	-1	2.7	4	-0.4	1	-3	4.2	-0.1
CCOc1ccc2nc(N3CCC(C(=O)Nc4nnc(CC)s4)CC3)sc2c1
 : 3	-1	0.9	2	0.7	1	3.5	5	-7	4.4	-1.4
COc1ccc(C(=O)N2CCN(C)C(=O)[C@@H]2C)cc1OC1CCN(C(C)=O)CC1
 : -4	0	-0.2	1	0.2	3	-1.1	5	-5	-1.5	-1.4

3 compounds already listed, sorted by their value in ADAM17 inh, highest first:
| Compound | ADAM17 inh |
| --- | --- |
| COc1ccc(C(=O)N2CCN(C)C(=O)[C@@H]2C)cc1OC1CCN(C(C)=O)CC1 | 1 |
| COc1ccccc1C(=O)Nc1ccc(Oc2nnc(-c3ccc(C)cc3)c3ccccc23)cc1 | -1 |
| CCc1nnc(NC(=O)CN2C(=O)CCC2=O)s1 | -2 |
